# MsrA inhibitor: bovine MsrA inhibition | purified bovine MsrA, absorbance read-out | inhibition, % at 15.5 µM | 360,000 tested, 0.75% active | AID 651718; in the data active means inhibition above about 4.5%;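 further: 0% = vehicle wells with enzyme and 100% = reference inhibitor wells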
# TbMetRS inhib: Trypanosoma brucei MetRS inhibition; purified T. brucei MetRS, ATP depletion, Kinase-Glo luminescence; inhibition, % at 11.9 µM; 360,000 tested, 0.4% active; AID 624268;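 active means inhibition above a per-plate cutoff of the control wells' mean inhibition plus 3 SD, cut at about 5.5% in these data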;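 further: 0% = DMSO wells median and 100% = median of wells with control inhibitor compound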
#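 Assay system: T. brucei methionyl-tRNA synthetase, purified | Medium: HEPES buffer with MgCl2, KCl, DTT, spermine, BSA, pyrophosphatase | Compound: 11.9 µM single point | Incubation: 15 min enzyme-compound preincubation, 2 h reaction, 10 min detection, 25 °C | Measured by: Kinase-Glo luciferase luminescence reporting remaining unconsumed ATP | Measure: % inhibition normalized to control-well medians | Replication: Singlicate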
# FAS-TE inh: FAS thioesterase (human) inhibition; P49327; inhibition, % at 15 µM; 360,000 tested, 0.67% active; recombinant FAS-TE, OMFH fluorogenic substrate, fluorescence endpoint;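 active means compounds whose normalised, plate-corrected inhibition of enzyme fluorescence in the single-dose primary screen is 50% or more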;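 further: 0% = DMSO with enzyme and 100% = substrate without enzyme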
# Rin1 Abl inh: human Rin1-Abl interaction inhibition. P00519+Q13671. TR-FRET Rin1/Abl binding, biochemical. inhibition, % at 7.35 µM. 360,000 tested, 0.4% active; in the data active means inhibition above about 5%, passing the limit was not always enough
# Neddyl block: cullin neddylation inhibition | TR-FRET cullin neddylation, biochemical | P61081+Q13564 | calls only at 25 µM | AID 651699 | 360,000 tested, 0.58% active; in the data active means inhibition above about 36%
# PABP1 MLLE inh: inhibitors of microRNA-mediated deadenylation, human PABP1 MLLE binding | inhibition, % at 20 µM | GST-MLLE / FITC-PAM2 fluorescence polarization | AID 588489 | P11940 | 360,000 tested, 0.36% active; in the data active means inhibition above about 35%, passing the limit was not always enough;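 further: plate controls were DMSO wells with GST-MLLE for no effect and wells lacking GST-MLLE protein for full effect; some results filed as inactive read as strong as hits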
# Target sequence (P11940 whole entry, looked up): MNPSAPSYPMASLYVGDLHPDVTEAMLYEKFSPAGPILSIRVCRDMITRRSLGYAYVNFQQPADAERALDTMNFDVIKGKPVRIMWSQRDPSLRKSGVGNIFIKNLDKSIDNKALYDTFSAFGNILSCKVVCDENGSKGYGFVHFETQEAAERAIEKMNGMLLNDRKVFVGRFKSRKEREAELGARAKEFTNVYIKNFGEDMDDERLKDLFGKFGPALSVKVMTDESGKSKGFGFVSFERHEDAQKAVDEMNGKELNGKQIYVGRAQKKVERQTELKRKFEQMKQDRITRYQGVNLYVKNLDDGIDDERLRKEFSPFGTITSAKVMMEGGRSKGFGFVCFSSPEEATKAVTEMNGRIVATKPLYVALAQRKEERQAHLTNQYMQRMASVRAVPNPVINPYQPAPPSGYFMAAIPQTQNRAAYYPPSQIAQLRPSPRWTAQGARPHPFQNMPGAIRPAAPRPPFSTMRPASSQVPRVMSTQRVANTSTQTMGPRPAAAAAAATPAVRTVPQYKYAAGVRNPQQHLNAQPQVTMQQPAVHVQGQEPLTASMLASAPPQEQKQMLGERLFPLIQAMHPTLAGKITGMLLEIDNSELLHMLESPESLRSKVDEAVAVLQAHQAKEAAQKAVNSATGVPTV
# bovine MsrA act: activators of bovine methionine sulfoxide reductase A | 360,000 tested, 0.3% active | activation, % at 10.6 µM | purified bovine MsrA, absorbance read-out; in the data active means activation above about 7.5%;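 further: 0% = vehicle and 100% = reference activator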
# eLon inh: inhibitors of E. coli Lon protease | purified E. coli Lon protease, fluorescence polarization | inhibition, % at 7.94 µM | P0A9M0 | AID 602123 | 360,000 tested, 0.42% active; in the data active means inhibition above about 13%, passing the limit was not always enough;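 further: 0% = enzyme with probe and DMSO and 100% = no enzyme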
# CSN deneddyl inh: inhibitors of human CSN-mediated cullin deneddylation | Q92905 | Purified CSN, SCF-Nedd8-OG deneddylation, fluorescence polarization | inhibition, % at 12.5 µM | 360,000 tested, 0.38% active;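 active means pattern-corrected inhibition above about 35%, with an unprinted fluorescence ratio check between 0.5 and 1.5, limit read from the data, passing the limit was not always enough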;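 further: 0% = enzyme with substrate and 100% = substrate without enzyme; some results filed as inactive read as strong as hits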
# Target sequence (Q92905 whole entry, looked up, one chain of several): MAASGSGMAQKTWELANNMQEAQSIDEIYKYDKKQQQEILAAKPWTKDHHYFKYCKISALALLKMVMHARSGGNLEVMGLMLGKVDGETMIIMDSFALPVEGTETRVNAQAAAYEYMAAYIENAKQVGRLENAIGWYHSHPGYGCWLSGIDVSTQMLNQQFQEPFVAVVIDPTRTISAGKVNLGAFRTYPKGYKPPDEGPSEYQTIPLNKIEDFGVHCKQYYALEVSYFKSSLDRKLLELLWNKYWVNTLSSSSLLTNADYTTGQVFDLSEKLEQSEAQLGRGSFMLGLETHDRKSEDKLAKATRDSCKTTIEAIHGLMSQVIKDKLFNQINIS
#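 Material: purified human Csn5 enzyme expressed in HEK293T cells / Medium: Tris buffer pH 7.5, NaCl, DTT, Tween-20, trehalose, ovalbumin / Compound dosing: 12.5 µM single point / Schedule: 90 min incubation of compound, enzyme and substrate at room temperature / Signal: fluorescence polarization of the substrate / Control set: no-enzyme wells high, enzyme-with-substrate wells low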
# Active calls of the source: *; i = inactive; . = not tested or not shown; + = active, no number.
Molecule	MsrA inhibitor	TbMetRS inhib	FAS-TE inh	Rin1 Abl inh	Neddyl block	PABP1 MLLE inh	bovine MsrA act	eLon inh	CSN deneddyl inh
Cn1cc(C(CO)Cc2ccccc2)c2ccccc21 (stereo not drawn)	-0.1	-0.2	1.8	2.5	i	-8.2	-1.4	2.2	-1.5
CC1(Cc2ccccc2OC(F)(F)F)C(=O)Nc2cc(-c3ccccc3Cl)ccc21 (stereo not drawn)	-0.3	-0.3	16.9	-1.0	i	3.2	-2.1	-6.9	3.6
Cc1ccc(S(=O)(=O)NCC(=O)N2CCOCCOCCOCC2)cc1	0.4	0.2	-5.7	1.3	i	4.7	-0.3	0.2	-1.3
CC(=O)c1cccc(S(=O)(=O)NCC2CCCCC2)c1	-0.9	-0.6	-4.9	1.4	i	-2.3	-3.8	-8.1	-0.3
Clc1cccc(-c2ccc(C=Nc3ccc(N4CCOCC4)cc3)o2)c1	1.9	0.3	5.0	-14.4	i	-37.8	0.5	-13.8	9.0
COc1cccc(C2CC(C(F)(F)F)n3nc(C(=O)NCc4cccnc4)cc3N2)c1 (stereo not drawn)	0.5	-0.4	-5.9	-4.0	i	0.0	-1.6	4.0	5.3
CN(c1ccc(C(=O)NCc2ccco2)cc1)S(C)(=O)=O	-0.2	-0.2	-6.4	-3.3	i	-13.2	1.8	-6.7	-4.0
COc1ccc(CNC(=O)c2cccnc2Sc2ccc(C)c(C)c2)cc1	0.5	-1.7	6.2	-0.3	i	-9.4	-11.3	-3.1	-7.4

# Ordered by formula weight (high to low): some entries from above.
Molecule	MsrA inhibitor	TbMetRS inhib	FAS-TE inh	Rin1 Abl inh	Neddyl block	PABP1 MLLE inh	bovine MsrA act	eLon inh	CSN deneddyl inh
CC1(Cc2ccccc2OC(F)(F)F)C(=O)Nc2cc(-c3ccccc3Cl)ccc21 (stereo not drawn)	-0.3	-0.3	16.9	-1.0	i	3.2	-2.1	-6.9	3.6
COc1cccc(C2CC(C(F)(F)F)n3nc(C(=O)NCc4cccnc4)cc3N2)c1 (stereo not drawn)	0.5	-0.4	-5.9	-4.0	i	0.0	-1.6	4.0	5.3
CC(=O)c1cccc(S(=O)(=O)NCC2CCCCC2)c1	-0.9	-0.6	-4.9	1.4	i	-2.3	-3.8	-8.1	-0.3

# Remaining list, next part:
Molecule	MsrA inhibitor	TbMetRS inhib	FAS-TE inh	Rin1 Abl inh	Neddyl block	PABP1 MLLE inh	bovine MsrA act	eLon inh	CSN deneddyl inh
Cc1ccc(C)c(S(=O)(=O)NCCCN2CCOCC2)c1	0.6	0.4	-6.7	1.7	i	-4.5	0.9	-5.8	-0.5
CC(C)NC(=O)N(C)C[C@H]1Oc2c(NS(=O)(=O)c3cccs3)cccc2C(=O)N([C@H](C)CO)C[C@@H]1C	1.4	-0.5	-14.9	0.7	i	-3.3	-11.5	21.0	-8.0
CC(=O)N1CCC(=NNC(=O)c2cc3ccccc3cc2O)CC1	0.9	-0.2	-7.3	-0.7	i	-3.5	-2.1	-1.2	3.4
CC(C)(C)SCCNC(=O)CN(c1ccc(F)cc1)S(=O)(=O)c1ccccc1	-0.8	-0.9	5.5	-3.4	i	-7.7	-0.1	-3.4	5.3
O=C(CN1CCc2ccccc21)Nc1ccc2c(c1)OCCCO2	-0.1	-0.3	3.3	1.8	i	-2.6	-7.5	-11.3	2.1
Cc1cccc(C(=O)N[C@H](C(=O)Nc2nnc(C3CC3)s2)C(C)C)c1	-1.1	-1.5	-6.6	-1.5	i	8.7	-10.5	8.5	-11.3
CCNC(=O)CC1C(=O)N(c2ccc(F)cc2)C(=O)N1Cc1ccc(OC)cc1 (stereo not drawn)	-0.4	-0.6	-3.8	2.6	i	-15.8	-7.0	-3.0	0.1
COc1cccc(/C(O)=C/C(=O)C(=O)Nc2ccc(S(=O)(=O)NC(C)=O)cc2)c1	0.1	-0.9	-9.2	-1.3	i	-0.9	-9.9	-1.6	-10.1
Cc1ccc(S(=O)(=O)n2c(=O)oc3ccccc32)cc1	-1.4	0.0	4.3	-0.4	i	10.5	-2.2	-3.3	-8.8
CCOCCNC(=O)c1ccccc1C(=O)NCCOCC	-0.8	-1.7	-5.5	-3.1	i	-1.8	-15.5	-14.0	-0.4
Cc1cc(C)c2nc(N3CCC(C(=O)NCCCN4CCCC4=O)CC3)sc2c1	-0.8	-0.2	-1.3	3.0	i	-2.1	-3.1	3.5	-4.3
CCCNC(=O)N1CCC(C(=O)c2ccc(F)cc2)CC1	1.8	0.2	-0.3	3.7	i	2.3	0.3	-2.8	3.1
Cc1ccccc1S(=O)(=O)Cc1ccc(C(=O)N2CCN(c3ncccn3)CC2)o1	-0.7	-0.2	-4.3	0.3	i	-0.1	-0.4	4.6	1.6
O=C(Nc1cccc(F)c1)NC1(C(=O)N2CCN3CCCC3C2)CCCCC1 (stereo not drawn)	0.7	-1.5	-6.3	-3.1	i	9.1	-3.0	-1.8	-2.3
Cc1c(Cl)cccc1NC(=O)CCCn1cnc([N+](=O)[O-])n1	-0.9	-0.6	1.6	-2.8	i	8.9	-2.3	3.9	0.4
COc1ccccc1C(=O)NCC(=O)Nc1ccc2c(c1)CCC2	0.5	0.1	-5.5	-0.5	i	-9.7	-1.4	1.5	0.2
CCOC(=O)/C=C/C(=O)Nc1cccc([N+](=O)[O-])c1	.	0.0	-9.2	3.1	i	28.4	5.5	1.8	-16.2
C/C(=N/NC(=O)CCc1ccccc1)c1ccc2c(c1)OCO2	-0.7	-0.4	2.6	-4.4	i	17.1	-5.1	7.2	-1.3
CCN1CCN(c2nc(-c3ccccc3)c3ccccc3n2)CC1	-0.9	-0.8	1.1	0.5	.	7.9	-2.8	0.2	2.8
COc1ccc(CCn2nnnc2C(CC(C)C)N2CCC(C(N)=O)CC2)cc1OC (stereo not drawn)	0.4	0.1	-6.0	-2.5	i	-9.9	1.4	-2.1	3.5
CCOc1ccc(C2N(c3cc(Cl)ccc3OC)C(=O)C3CCCN32)cc1OC (stereo not drawn)	0.6	0.0	-6.2	-1.1	i	1.6	-1.3	-5.2	-0.6
O=S(=O)(/N=C(\Sc1ccccc1)c1ccccc1)c1ccc(Cl)cc1	0.3	-0.8	66.5*	-0.2	i	31.7	-2.3	2.6	3.3
COc1ccc2c(c1)C(C)CC(C)(C)N2C(=O)CSc1nc2ccccc2s1 (stereo not drawn)	-0.6	0.1	30.3	-1.4	i	8.3	-1.5	-3.8	-1.4
CNC(=O)C(=O)NCCCN1CCOCC1	-0.4	-0.7	-4.7	-1.2	i	-11.2	-2.2	4.2	-3.5
CCNC(=O)CC1C(=O)N(c2ccc(F)cc2)C(=O)N1Cc1cccs1 (stereo not drawn)	0.0	-0.8	-4.4	-0.6	i	-11.0	-1.1	6.2	-4.1
O=C(Nc1ccc2c(c1)OCO2)C(c1ccc(Cl)cc1)N1CCN(C(=O)c2ccco2)CC1 (stereo not drawn)	0.9	0.0	16.0	-3.3	i	-6.6	-0.8	-2.2	2.3
CC1CCCN(C(=O)c2ccc(NS(=O)(=O)c3ccc4[nH]c(=O)[nH]c4c3)cc2)C1 (stereo not drawn)	-0.6	-0.4	-6.0	0.3	i	4.9	-0.8	-2.7	-5.7
CCn1c(=O)c(=O)n(CC)c2cc(S(=O)(=O)Nc3cccc(OC)c3)ccc21	1.5	-1.1	5.4	-0.7	i	13.2	-11.9	-2.0	0.1
NC(=S)N/N=C/c1ccc(OC(=O)c2cccnc2)cc1	3.5	0.0	-1.7	-3.0	i	-8.2	-0.1	-4.4	-0.4
CCN(CC)CCCN=Cc1c(O)n(-c2c(C)cccc2C)c(=O)c2ccccc12	0.0	0.0	-2.5	0.4	i	-5.0	-2.4	1.5	-1.9
Cc1cc(C)cc(-n2nnnc2SCC(=O)Nc2cccc(NC(=O)c3ccco3)c2)c1	2.2	0.2	6.2	1.6	i	5.6	-2.0	-4.8	-1.5
O=c1[nH]c2ccc(F)cc2[nH]c1=O	-0.4	-0.4	-6.3	2.2	i	18.3	-5.5	1.4	-1.9
CCc1nc2ccc(C(=O)NCCCN3CCCC3=O)cn2c1N(C)C(=O)Nc1ccccc1OC	-0.8	-0.1	-5.9	-1.3	i	-16.1	-0.9	-6.4	-3.6
O=c1nc(SCc2ccc(Cl)cc2)nc(-c2ccccc2)[nH]1	0.7	-0.2	10.6	0.1	i	-6.6	-2.7	-0.2	1.6
CC(C)(C)OC(=O)NCCOC(=O)c1[nH]cnc1C(=O)NCc1ccccc1	1.7	-0.3	-2.0	6.3	i	-3.3	-3.0	6.6	2.6
CCOC(=O)C1(Cc2cccc(Cl)c2)CCCN(C(=O)c2occc2C)C1 (stereo not drawn)	0.0	-0.4	5.6	-1.1	i	6.4	-0.9	-4.1	-3.9
COc1ccc(NC(=O)c2ccc3c(c2)NC(=O)CS3)cc1	0.9	-0.5	-6.2	-1.5	i	-93.3	0.3	1.2	1.4
CCn1c(SCC(=O)Nc2ccccc2)nnc1-c1ccc(S(=O)(=O)N2CCOCC2)cc1	0.5	-1.1	-7.6	3.1	i	-12.8	-0.6	-14.0	1.3
Cc1cc(/C=N/NC(=O)c2ccncc2)c(C)n1-c1cccc(C(F)(F)F)c1	1.5	0.1	0.7	-0.2	i	0.6	-1.8	-8.2	-1.1
CCOC(=O)c1c(C)oc2c1c(C=NCCC(=O)O)c(O)c1ccccc12	0.1	-0.7	-4.9	0.6	i	-11.1	-9.3	15.5*	-5.5
CCS(=O)(=O)c1nc(S(=O)(=O)c2ccc(C)cc2)c(N2CCCCCC2)s1	2.0	-0.2	13.1	-2.5	i	-5.8	-2.7	-6.9	6.6
CCN(CC)C(=O)Oc1ccc(Br)c2ccccc12	-0.1	0.5	9.7	-12.0	i	16.9	-2.8	1.4	-1.9
CC1CC(C)CN(c2ccc(C(=O)OCC(=O)NC3CCCc4ccccc43)cc2[N+](=O)[O-])C1 (stereo not drawn)	0.3	-0.4	15.8	6.3	i	6.5	-3.3	-9.2	-1.0
COc1ccc(C2C3=C(Nc4ncnn42)c2ccccc2CCC3)cc1 (stereo not drawn)	-0.2	-0.5	2.2	2.9	+	-6.6	-1.8	-0.3	5.8
O=c1[nH]c(-c2ccccc2)c(-c2ccccc2)nc1[N+](=O)[O-]	0.1	-1.4	2.7	-1.8	i	-4.9	-6.0	0.5	0.9
COc1cc(C2CC(=O)c3cnc(N4CCN(Cc5ccccc5)CC4)nc3C2)cc(OC)c1OC (stereo not drawn)	0.4	-0.8	16.2	0.1	i	3.8	-9.9	-3.9	-5.2
Oc1ccc[n+](CC(O)c2ccccc2)c1 (stereo not drawn)	1.8	-0.2	-9.9	3.3	i	3.2	-7.3	-2.1	0.1
Cn1c(=O)c2c(nc(SCC(=O)N3CCc4ccccc4C3)n2C)n(C)c1=O	-0.5	-2.1	-10.0	8.0	i	6.3	-12.1	3.5	2.8
Cc1ccc(N(CC(=O)NCc2ccccc2Cl)S(=O)(=O)c2cccs2)cc1	-0.1	-1.5	23.6	1.1	i	-3.6	1.3	2.2	-1.0
N#CC1=C2SCC(O)(c3ccccc3)N2C(=O)CC1c1ccccc1 (stereo not drawn)	0.5	-0.3	1.3	-1.0	i	-24.4	-2.0	-3.7	2.9
CCOc1ccccc1Oc1cn[nH]c1-c1ccc(OCC(=O)NN)cc1O	-0.7	0.7	-149.3	-0.4	i	-5.1	-2.3	-0.1	1.1

# An unsorted share of the library; any-hit rate near 4%.
